hcGAS inh – Primary biochemical luminescence assay for human cyclic GMP-AMP synthase inhibitors. Q8N884. recombinant h-cGAS, ATP depletion, Kinase-Glo luminescence. inhibition, % at 12.5 µM. 0.081% of 290,000 active;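 also: 0% = vehicle reaction and 100% = reaction without DNA for no activity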
Target sequence (Q8N884 whole entry, looked up): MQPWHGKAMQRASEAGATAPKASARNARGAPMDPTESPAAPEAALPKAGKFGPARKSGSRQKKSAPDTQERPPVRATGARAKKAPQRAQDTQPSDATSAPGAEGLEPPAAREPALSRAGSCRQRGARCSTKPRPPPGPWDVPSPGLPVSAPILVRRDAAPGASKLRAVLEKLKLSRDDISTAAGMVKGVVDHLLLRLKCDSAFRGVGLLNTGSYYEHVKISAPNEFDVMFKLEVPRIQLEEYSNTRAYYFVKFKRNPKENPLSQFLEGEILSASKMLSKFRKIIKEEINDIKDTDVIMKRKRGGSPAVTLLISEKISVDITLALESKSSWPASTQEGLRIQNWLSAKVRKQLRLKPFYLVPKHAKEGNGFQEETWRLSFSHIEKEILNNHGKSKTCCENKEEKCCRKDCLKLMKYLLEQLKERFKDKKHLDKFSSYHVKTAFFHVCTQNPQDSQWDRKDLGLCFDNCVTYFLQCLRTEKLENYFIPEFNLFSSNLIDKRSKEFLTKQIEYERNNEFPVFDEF
mcGAS inh – cyclic GMP-AMP synthase inhibitors, mouse, primary biochemical chemiluminescence | Q8C6L5 | recombinant cGAS, Kinase-Glo ATP depletion luminescence | inhibition, % at 12.5 µM | 0.15% of 160,000 active;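 also: 0% = negative control wells and 100% = reference inhibitor with no enzyme activity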
NPYLR7 ag – agonists of mosquito NPYLR7 receptor, primary screen, cell-based, Aedes aegypti, calcium fluorescence, mosquito biting behavior. Aedes aegypti neuropeptide Y-like receptor 7 (NPYLR7). HEK293T NPYLR7/Galpha15, GCaMP6s calcium fluorescence. activation, % at 10 µM. 0.15% of 270,000 active. AID 1259423, 2018; in the data active = activation above about 40%;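 also: 0% = vehicle and 100% = reference agonist at the receptor; some compounds past the cut are filed as inactive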
The depositor's hits bear a star; . = no result given; & = joins results of further samples. Rule as the data show it, unless noted: active = inhibition above about 40%; inactive = the rest.

Sample of the layout:
Fields – hcGAS inh | NPYLR7 ag | mcGAS inh
#1 O=C(NC1CCCCC1)c1cc(=O)c(OCc2ccccc2)c[nH]1
  -11.7 | -0.1 | .
#2 Cc1onc(-c2c(Cl)cccc2Cl)c1C(=O)N1CCC(c2nc(-c3ccc(Cl)cc3F)no2)CC1
  -2.4 | 21.4 | -1.9
#3 O=C(C1CCC(=O)N(C2CC2)C1)N1CCC(Cc2ccccc2F)CC1 (stereo not given)
  -1.1 | 16.4 | .
#4 CC1=Nc2ncnn2C(c2ccco2)C1 (stereo not given)
  -4.3 | 1.0 | .
#5 CCOC(=O)c1cc(C(C)(C)C)n(C2CCN(C(=O)COC)CC2)n1
  -2.9 | 26.2 | -3.4

Results (from the top)
Fields – hcGAS inh | NPYLR7 ag | mcGAS inh
#1 O=C(NC1CCCCC1)c1cc(=O)c(OCc2ccccc2)c[nH]1
  -11.7 | -0.1 | .
#2 Cc1onc(-c2c(Cl)cccc2Cl)c1C(=O)N1CCC(c2nc(-c3ccc(Cl)cc3F)no2)CC1
  -2.4 | 21.4 | -1.9
#3 O=C(C1CCC(=O)N(C2CC2)C1)N1CCC(Cc2ccccc2F)CC1 (stereo not given)
  -1.1 | 16.4 | .
#4 CC1=Nc2ncnn2C(c2ccco2)C1 (stereo not given)
  -4.3 | 1.0 | .
#5 CCOC(=O)c1cc(C(C)(C)C)n(C2CCN(C(=O)COC)CC2)n1
  -2.9 | 26.2 | -3.4
#6 C=CCn1c(O)c(N=NC(=O)CNC(=O)c2ccccc2)c2ccccc21
  0.7 | -11.5 | 1.5
#7 CC1CCC(NC(=O)COc2ccc3c(c2)OCO3)CC1 (stereo not given)
  1.4 | 5.9 | -1.0
#8 CCCCC1CN(CCC(=O)NCCc2ccncc2)Cc2ccccc2O1 (stereo not given)
  -1.8 | -1.3 | -2.0
#9 COc1ccc2c(c1)CCc1c-2noc1-c1ccc(C)c(NC(=O)c2sccc2C)c1
  -2.7 | 2.4 | -3.5
#10 COc1cccc(CO[C@]2(C(=O)NCCCn3ccnc3)CC(OCc3ccccc3C#N)[C@@H]3OC(C)(C)O[C@@H]3C2)c1 (stereo not given in full)
  0.7 | 2.6 | -3.6
#11 Cc1ccc(CN(CCc2c[nH]c3ccccc23)C(=O)CN(C(=O)c2cccs2)C(C)C)cc1
  -3.1 | 19.4 | -5.4
#12 Cc1csc(C2(NC(=O)c3ccc4ccccc4n3)CCCC2)n1
  -1.0 | -1.6 | .
#13 Cc1nc2sc3c(c2c(=O)n1-n1cccc1)CCCC3
  -3.4 | 5.8 | -3.4
#14 Cc1cc(NC(=O)c2nn3c(C(F)(F)F)cc(-c4ccc(Br)cc4)nc3c2Cl)no1
  -3.9 | 0.3 | -4.4
#15 CCNC(=O)N(CCN1CCOCC1)CC(=O)N(Cc1ccc(F)cc1)Cc1ccc(C)s1
  -5.1 | -2.9 | -3.6
#16 c1ccc(-n2nnnc2SCc2ccccn2)cc1
  -4.6 | -9.6 | -2.2
#17 C=CCn1c(SCc2ccc(C(=O)Nc3ccc(C)c(C)c3)cc2)nnc1-c1ccccc1[N+](=O)[O-]
  -1.3 | 27.4 | -8.8
#18 CC(C)c1cc(C(C)C)c(S(=O)(=O)N2CCN(C)CC2)c(C(C)C)c1
  -4.1 | . | -7.6
#19 Cc1csc2nc(O)c(C(=O)NCc3ccc(F)cc3)c(=O)n12
  4.8 | -1.2 | 0.8
#20 Cc1c(CN(C)C(=O)c2cc(CN3CCOCC3)on2)[nH]c2ccccc12
  -8.3 | . | -12.9
#21 CCn1ccc(C(=O)N(C)CCSc2ccc(C)cc2)n1
  -13.6 | -4.5 | .
#22 COc1cc(C)ccc1S(=O)(=O)NC(=O)C1(C)CCN1C(=O)c1ccc(C(F)(F)F)nc1C (stereo not given)
  -3.7 | 8.7 | .
#23 Cc1ccc(C)c2c(N=NC(=O)COc3c(Cl)cc(Cl)cc3Cl)c(O)[nH]c12
  -3.8 | 10.3 | -6.9
#24 COCC(NCC(=O)Nc1cnccn1)c1ccnn1C (stereo not given)
  -10.6 | -6.3 | -12.5
#25 Nc1c2c(nc3sc4c(c13)CCCC4)-c1ccccc1CC2
  -7.3 | -2.1 | .
#26 CC(C)(C)Nc1nc(NC(C)(C)C)nc(N2CCN(c3ccc4nnnn4n3)CC2)n1
  -4.3 | 14.4 | -4.9
#27 CC(Oc1ccc2cc(Br)ccc2c1)C(=O)NC(N)=O (stereo not given)
  -12.6 | 3.6 | -6.9
#28 CC(C)OC(=O)CSc1nnc(CNc2ccc(Cl)cc2)n1-c1ccccc1
  8.1 | -6.2 | .
#29 COc1cc(OC)cc(-c2nc(CN3CCN(C(=O)Nc4ccc(C(C)C)cc4)CC3)no2)c1
  -1.1 | . | -3.6
#30 CCOc1ccc2c(c1)C(=O)NC(c1nc[nH]c1C)N2 (stereo not given)
  -9.9 | 9.3 | .

The list goes on, overlapping the part above by two compounds.
Fields – hcGAS inh | NPYLR7 ag | mcGAS inh
#29 COc1cc(OC)cc(-c2nc(CN3CCN(C(=O)Nc4ccc(C(C)C)cc4)CC3)no2)c1
  -1.1 | . | -3.6
#30 CCOc1ccc2c(c1)C(=O)NC(c1nc[nH]c1C)N2 (stereo not given)
  -9.9 | 9.3 | .
#31 OC1CCN(c2ccnc(N3CCC(Oc4cccnc4)CC3)n2)C1 (stereo not given)
  -4.3 | 8.8 | -19.5
#32 CCCn1c(SCC(=O)Nc2cc(S(=O)(=O)N3CCCC3)ccc2Cl)n[nH]c1=O
  -11.2 | 7.7 | .
#33 O=C(NCC1(c2ccc(F)cc2)CCOCC1)c1ccccc1F
  -2.7 | 3.6 | .
#34 CN(C)CC(C)(C)CNC(=O)c1ccc2nc(-c3ccccc3)c(-c3ccccc3)nc2c1
  -1.2 | -8.9 | .
#35 Cc1ccccc1CC1(C)C(=O)Nc2ccc(-c3ccc(F)c(Cl)c3)cc21 (stereo not given)
  1.8 | 1.7 | -2.3
#36 Cc1ccc(-c2nn(CC(=O)N3CCc4ccccc43)c(=O)c3nc(C)sc23)cc1
  14.0 | 11.2 | -2.4
#37 CC(=O)c1ccc(OC(=O)c2nn(C(C)C)c(=O)c3ccccc23)cc1
  -6.7 | -0.9 | .
#38 COCc1cc(C)nc(NN=Cc2ccc(-c3ccc(Br)cc3)o2)c1C#N
  2.4 | -24.8 | 0.9
#39 CCOc1ccccc1CNC(=O)c1cc(S(C)(=O)=O)ccc1F
  -6.9 | -1.3 | .
#40 O=C1CCC2(CCCN(CCCCCF)C2)CN1Cc1ccccn1 (stereo not given)
  -0.2 | . | -1.6
#41 Cc1ccc(C(=O)NNC(=O)CN(C)S(=O)(=O)c2ccc(Cl)s2)c(C)c1
  -6.8 | 3.6 | .
#42 CN(Cc1cccc(Cl)c1)C(C(N)=O)c1ccc(F)cc1 (stereo not given)
  -2.4 | -0.5 | -6.0
#43 O=S(=O)(Nc1nc2ccccc2s1)c1cccs1
  1.7 | -2.6 | .
#44 O=C(CN1C(=O)c2ccccc2C1=O)Nc1ccc(Br)cc1C(=O)O
  -2.2 | -0.5 | -3.1
#45 CN1CCN(C(=O)c2cccc3c2Oc2nc4ccccc4nc2O3)CC1
  -6.2 | -4.6 | .
#46 Nc1ccccc1NC1=C([N+](=O)[O-])CS(=O)(=O)C1
  -7.0 | 0.4 | .
#47 O=S(=O)(c1ccc(Cl)s1)N1CCCC1c1ccc2c(c1)OCCCO2 (stereo not given)
  -7.3 | 0.1 | .
#48 Cc1ccc(NNC(=O)Cn2cccc(C(F)(F)F)c2=O)cc1Cl
  -2.4 | 1.9 | .
#49 CCOC(=O)c1cc(-c2cccc(NC(=O)c3ccc(C#N)cc3)c2)n(-c2cccc(F)c2)n1
  3.3 | 4.4 | 1.7
#50 CNC(=O)c1ccc(-c2cc3ccccc3nc2OC)o1
  -0.5 | 4.9 | -4.4
#51 Cc1cc(Oc2ccccc2F)nc(SCc2cc(F)ccc2F)n1
  -6.5 | 4.3 | .
#52 COc1ccc(CN2CC(COc3ccccc3)Oc3ncccc3C2=O)cc1 (stereo not given)
  3.3 | 7.1 | -6.8
#53 COc1cc(-c2nc3ccccn3c2NC(C)(C)CC(C)(C)C)ccc1OS(=O)(=O)c1ccc(C)cc1
  7.2 | -5.0 | -1.9
#54 CCOC(=O)c1ccc(S(=O)(=O)N2CCN(C(=O)c3cccs3)CC2)cc1
  -5.8 | -0.5 | -5.1
#55 Cc1cc(N2CCN(c3cccc(C(F)(F)F)c3)CC2)nc(SCc2ccc(C(=O)NCc3ccncc3)cc2)n1
  -10.8 | 16.1 | -5.3
#56 Fc1ccccc1OCc1nnc2n1N=C1CCCCC1S2 (stereo not given)
  -12.9 | 18.4 | .
#57 Nc1nc(-c2ccc(F)cc2)cs1
  -8.9 | 14.1 | .
#58 O=c1[nH]c(O)c(C=Nc2ccncc2)c(=O)[nH]1
  -5.8 | 24.1 | -9.4
#59 Cn1c(=O)c2[nH]c(CN3CCN(c4cccc(Cl)c4)CC3)nc2n(C)c1=O
  0.2 | 1.0 | -6.2
#60 CCOC(=O)C(C)n1cnc2c(nnn2-c2cccc(OC)c2)c1=O (stereo not given)
  -3.5 | 6.1 | .
#61 COCCNC(=O)CCN(Cc1ccco1)c1nc(-c2ccco2)nc2ccccc12
  -6.8 | -14.8 | -8.4
#62 Cc1cc(C(=O)Nc2ccc(N3CCCC3)cc2C)on1
  2.6 | -3.8 | 2.8
#63 Cc1ccc(S(=O)(=O)Nc2ccccc2Sc2nccn2C)c(Cl)c1
  -5.8 | -0.3 | .
#64 CC1CCCC(NC(=O)C(C)(c2ccccc2)N(C)C)C1 (stereo not given)
  -5.7&-3.2 | 10.5&1.7 | -1.3
#65 CCOn1c(=O)c(-c2ccc(F)cc2)[n+]([O-])c2ccccc21
  0.9 | -2.8 | .
#66 COC(=O)c1ccc2c(c1C)NC(c1ccc([N+](=O)[O-])cc1)C1CC=CC21 (stereo not given)
  -1.0 | -2.4 | -1.4
#67 CCOCC(=O)N1C[C@@H]2CCCN3CCC[C@@H]([C@H]23)[C@H]1CCCC(=O)NC
  -10.3 | . | -5.1
#68 CN(NC(=O)Cc1csc(-c2ccco2)n1)c1ccccc1
  -4.7 | 13.3 | .
#69 c1ccc2c(c1)CCN2CCNC1CCSC1 (stereo not given)
  -3.6 | -0.2 | -9.1
#70 CNC(=O)C1CN(C(=O)Cc2ccc(OC)cc2)c2ccccc2O1 (stereo not given)
  -1.5 | 6.3 | .
#71 CO[C@H](Cc1ccccc1O)[C@@H](O)c1ccccc1
  -2.9 | 10.5 | .
#72 Cc1ccc(C2(O)CCN(c3nc(-c4cccc(C)c4)ccc3C(=O)O)CC2)nc1
  -3.1 | 0.2 | .
#73 CCn1c(=O)n(CC(O)c2ccc(F)cc2F)c2ccccc21 (stereo not given)
  -9.1 | 2.8 | .
#74 CCOC(=O)c1ccc2c(c1)nc(SCc1ccc(Cl)c(C(F)(F)F)c1)n2CCc1ccc(OC)cc1
  -3.3 | 28.7 | -6.4
#75 O=C(c1ccc(CSc2ccccn2)cc1)N1C2CCC1CC(Oc1ccc(F)cc1F)C2 (stereo not given)
  3.0 | -0.4 | -2.6
#76 COc1ccc(-c2csc(=Nc3cc(OC)cc(OC)c3)n2CCc2cccs2)cc1
  -9.7 | -4.3 | -2.3
#77 COc1ccc(CN(Cc2cccc(C(F)(F)F)c2)Cc2nc(C(=O)N3CCN(C)CC3)co2)c(OC)c1
  3.3 | . | -1.2
#78 O=C(CC1(c2ccccc2Cl)CC(=O)N(C2CCCC2)C1=O)N1CCC(c2ccncc2)CC1 (stereo not given)
  -6.5 | 2.6 | -12.1
#79 CCn1c(C(Cl)=Cc2ccccc2)nc2cc(S(=O)(=O)N3CCOCC3)ccc21
  0.1 | -2.0 | -2.6
#80 COc1cccc(C2=NC(=Cc3cc4ccccc4nc3N3CCOCC3)C(=O)O2)c1
  -11.5 | 2.8 | .
#81 Cn1c(N)c(C(=O)CSc2nnc(NC3CCCCC3)s2)c(=O)n(C)c1=O
  -5.4 | 5.5 | .
#82 Cc1ccc(-n2c(SCC(=O)N3CCN(C(=O)c4cc(C(F)(F)F)cc(C(F)(F)F)c4)C(C)C3)nnc2-c2ccco2)cc1 (stereo not given)
  -2.6 | -3.0 | -5.8
#83 c1ccc(-c2nc[nH]c2-c2cccn2-c2ncccn2)cc1
  -7.2 | 3.8 | .
#84 Cc1ccccc1CN(C)Cn1nc(C)n(-c2ccccc2C)c1=S
  -8.5 | 8.2 | .
#85 CC(NC(=O)NCC(C)(C)O)c1nc(C2CCCCC2)no1 (stereo not given)
  -6.8 | 7.4 | -15.0
#86 CN1CCN(S(=O)(=O)c2cc(C(=O)O)cc(-c3cc(F)ccc3F)c2)CC1
  -9.9 | . | -12.9
#87 CN(C)c1cc(C(F)(F)F)nc(N2CCCCC2c2cn[nH]c2)n1 (stereo not given)
  -2.9 | -4.2 | .
#88 Cc1oc(-c2ccccc2Cl)cc1C(=O)NCCc1ccccn1
  -3.4 | . | -8.2
#89 Cc1nc2cc[nH]n2c(=O)c1CC(=O)N1CCc2ccc(Cl)cc21
  -3.4 | 5.5 | .
#90 CC1(C)Cc2c(c(-c3ccco3)nc3sc4c(N5CCOCC5)ncnc4c23)CO1
  -2.3 | 7.8 | .

The list continues:
Fields – hcGAS inh | NPYLR7 ag | mcGAS inh
#91 O=C(CCS(=O)(=O)C1CCCC1)NS(=O)(=O)c1ccc(Cl)cc1F
  -8.5 | 1.2 | .
#92 C=CCn1c(=NC(=O)c2ccccc2)sc2cccc(OC)c21
  -3.5 | 1.0 | -6.1
#93 O=C(Cn1cnnn1)N1CCOC(COCc2ccccc2F)C1 (stereo not given)
  -1.8 | 19.0 | -6.3
#94 O=C(CSc1nc(=O)n(CCCN2CCOCC2)c2c1CCC2)N1CCCc2ccccc21
  0.9 | -1.5 | -0.4
#95 COc1ccc(C2CC(c3ccc(F)cc3)=NN2C(=O)CN2CCN(C(C)=O)CC2)c(OC)c1 (stereo not given)
  -8.7 | 10.3 | -6.8
